# Screening results as filed in PubChem BioAssay.
# ATXN viability: viability counter-screen for ATXN expression inhibitors | actives 0.49% (n = 400,000) | Potency, µM (top dose mostly 56.7 µM), actives largely listed as cytotoxic | S2 cells (HEK-293 line with an ATXN2-luciferase reporter) viability, CellTiter-Fluor protease fluorescence, 24 h | AID 651635; note: potency is the fitted concentration of half-maximal effect; nearly all actives have a fitted effect of over 40% in size
# Nrf2 activator: Nrf2 pathway activation | AREc32 ARE-luciferase reporter (MCF7-derived line), luminescence, 24 h | actives 0.31% (n = 410,000) | Potency, µM (top dose mostly 46.1 µM), without a hit: at the highest dose activation, usual class: activators; note: potency is the fitted concentration of half-maximal effect; % of control where 0% means no effect; nearly all actives have a fitted effect of over 65% in size
#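 ARE activation measured as luciferase luminescence (Steady-Glo, 30 min RT) in AREc32_Fluc cells after 24 hr compound exposure at 37 deg C, 5% CO2; cells seeded overnight at 1000/well in OPTI-MEM, 5% FBS.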
# HepG2 tox: counter-screen for TGF-b inhibitors: cytotoxicity in HepG2 cells; HepG2 CAGA-GFP viability, ATP luminescence, 18 h; Potency, µM (titrated, usually from 46.1 µM), for inactives: top-dose activity change, negative = cytotoxicity, usual class: cytotoxic; actives 0.76% (n = 410,000); AID 588856; note: potency is the fitted concentration of half-maximal effect; some results filed as inactive show a strong effect at the top dose
#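 HepG2 CAGA-GFP cells (1000/well, DMEM with 1% FBS) received compound, then TGF-beta at 500 pg/mL final, and were incubated 18 hours at 37 degrees C. Viability was read by CellTiter-Glo luminescence. Media-only wells were set as complete cell-killing and DMSO as no toxicity.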
# MmCpn inh: blocks the Methanococcus maripaludis chaperonin Mm-Cpn; purified Mm-Cpn ATPase, ADP Transcreener TR-FRET; AID 504842; Potency, µM (top dose mostly 76.9 µM), inactives show top-dose activity, negative = inhibition, actives largely listed as inhibitors; actives 0.031% (n = 330,000); note: potency is the fitted concentration of half-maximal effect; % is set by controls: 0 for no effect and ±100 for the full control effect; nearly all actives have a fitted effect of over 80% in size
#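 Quantitative HTS used 25 nM Mm-CPN and 10 uM ATP in magnesium/KCl Tris buffer, pH 7.4, with 1 mM DTT. Hydrolysis ran 30 min at 37°C; ADP was read by HTRF.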
# Nrf2 inh: inhibitors of Nrf2 signaling; A549 ARE-Fluc reporter, luciferase luminescence, 18-24 h; Potency, µM (series often up to 46 µM), for the others: top-dose activity change, negative = inhibition, usual class: inhibitors; actives 2.1% (n = 360,000); AID 504444; note: potency is the fitted concentration of half-maximal effect; % is set by controls: 0 for no effect and ±100 for the full control effect; nearly all actives have a fitted effect of over 60% in size
#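 Nrf2 function is reported as luminescence of an ARE-controlled luciferase in A549 cells. Compounds were tested at several concentrations, and a CellTiter-Fluor read on the same wells flagged cytotoxicity.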
# TGFb SMAD3 inh: inhibitors of TGF-b signaling. Potency, µM (doses to about 46.1 µM), for inactives: top-dose activity, negative = inhibition, hits mostly inhibitors. HepG2 CAGA-GFP TGF-b/SMAD3 reporter, GFP fluorescence, 18 h; TGF-beta stimulated, 500 pg/mL final. actives 1.2% (n = 410,000). AID 588855; note: potency is the fitted concentration of half-maximal effect; % is set by controls: 0 for no effect and ±100 for the full control effect; nearly all actives have a fitted effect of over 65% in size
#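 HEPG2 CAGA-GFP cells (1000/well, DMEM with 1% FBS) were pre-incubated 2 h at 37 degrees C, given compound by pin tool, then stimulated with TGF-beta at 500 pg/mL final for 18 h before per-cell GFP fluorescence imaging.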
# CCT modulator: modulators of cytosolic chaperonin (CCT/TRiC) activity; purified chaperonin ATPase assay, HTRF ADP detection, 30 min; activity change, % (test concentration not listed), hits read low; actives 0.3% (n = 360,000); in the data active = activity change below about -30%; note: % is set by controls: 0 for no effect and ±100 for the full control effect
#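 TRiC (40 or 20 nM final, by batch activity) in 30 mM Tris pH 7.4, 100 mM KCl, 5 mM MgCl2, 1 mM DTT was treated with compound at 76 uM single dose, then 10 uM ATP, 30 min at 37 °C. ADP was read by HTRF Transcreener.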
# A549 viability: kills or reduces viability of A549 cells in Nrf2 counter-screen. AID 504648. A549 ARE-Fluc cells, CellTiter-Fluor viability, 18-24 h. Potency, µM (series often up to 46 µM), for the others: at the highest dose activity change, negative = cytotoxicity, actives largely listed as inhibitors. actives 0.16% (n = 390,000); note: potency is the fitted concentration of half-maximal effect; % is set by controls: 0 for no effect and ±100 for the full control effect
#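 A549 ARE_Fluc cells in 5% FBS OPTI-MEM were exposed to compounds in concentration-response for 18-24 h at 37 deg C. Viability was read by CellTiter-Fluor fluorescence (Ex 405/Em 525) after 30 min, before the luciferase read.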
# pAkt inh: Akt phosphorylation inhibition | Neuro2A IGF-stimulated pAkt S473 HTRF, 20 min; stronger effect = lower value | actives 0.32% (n = 360,000) | activity change, % for hits at 50 µM | AID 651550; in the data active = activity change below about -80%; inconclusive = mostly about -51% to -80%; note: % is set by controls: 0 for no effect and ±100 for the full control effect
#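 Neuro2A cells (4,500/well, DMEM with 0.5% FBS) were treated with compound at a single 50 µM final concentration, stimulated with 6 nM IGF for 20 min at 37 °C, and lysed. Phospho-Akt Ser473 was read by HTRF as 665/615 ratio ×10^4.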
# An asterisk follows results filed as active; i = inactive; ? = inconclusive; / = no result given; [ ] = dose if it differs, or a comment. Unless noted, calls come from the whole dose curve; as a rule, active = well fitted curve in the direction sought with a large enough effect; inconclusive = small, poorly fitted or top-dose-only effect, or another doubt; inactive = no such curve, though single readings can be large; an effect the other way counts as inactive or inconclusive.
1) Fc1ccc(COc2ccc(Br)cc2CNCc2ccncc2)cc1
2) CC(C)n1cnnc1SCC(=O)NC(=O)c1ccccc1
3) CCOC(=O)c1c(N2C(=O)C3C4C=CC(O4)C3C2=O)sc2c1CCCC2 (stereo not drawn)
4) CCOC(=O)c1nn(-c2ccccc2)c(=O)cc1OCC(=O)Nc1cc(C)ccc1C
5) Cc1ccc(S(=O)(=O)NCC(=O)N2CCc3ccccc3C2)cc1
6) COc1cccc(C2c3c(-c4ccccc4)n[nH]c3C(=O)N2c2ccc(C(=O)O)cc2)c1 (stereo not drawn)
7) CCc1cc2c(=O)n(-c3ccccc3)cnc2s1
8) O=C(COc1ccccc1)Nc1sc2c(c1C(=O)Nc1ccccc1)CCCCC2
screen / no.	1	2	3	4	5	6	7	8
ATXN viability	i	i	?	?	i	i	i	i
Nrf2 activator	2.3%	-0.7%	7.6%	0.5%	-2.4%	-0.6%	5.2%	3.3%
HepG2 tox	-15.6%	2.9%	3.6%	-4.3%	3.8%	-2.6%	8.4%	-5.6%
MmCpn inh	1.5%	-0.5%	/	0.5%	0.5%	0.6%	1.5%	/
Nrf2 inh	?	-14.2%	-2.8%	3.1%	8.7%	-1.5%	?	6.0%
TGFb SMAD3 inh	5.1%	-5.1%	5.3%	5.6%	6.3%	?	6.0%	-0.3%
CCT modulator	-1.1	-0.7	1.2	-1.9	0.8	-3.0	1.3	/
A549 viability	-25.1%	7.4%	-4.8%	-4.4%	3.6%	7.1%	14.3%	-3.0%
pAkt inh	i	i	i	i	i	i	i	/

9) CC1=C([N+](=O)[O-])C(c2cccc(Br)c2)C2=C(N1)c1ccccc1C2=O (stereo not drawn)
10) O=C1C2CCCN2C(=O)N1CCCCN1CCN(c2ccccc2)CC1 (stereo not drawn)
11) O=C(Cc1ccccc1F)Nc1cc(S(=O)(=O)N2CCOCC2)ccc1N1CCCC1
12) O=C(NCCN1CCN(Cc2ccccc2)CC1)C1c2ccccc2C(=O)N2CCc3ccccc3C12 (stereo not drawn)
13) COc1cccc(C2c3[nH]c4ccccc4c3C[C@H]3C(=O)N(CCCOC(C)C)CC(=O)N23)c1 (stereo partly drawn)
14) CN1CCN(c2ccc(-c3cccc4nccn34)cn2)CC1
15) COc1ccc(CCN2C(=NC(C)=O)SC3CS(=O)(=O)CC32)cc1OC (stereo not drawn)
16) CC(=O)C1=C(O)C(=O)N(CCCO)C1c1ccccc1 (stereo not drawn)
screen / no.	9	10	11	12	13	14	15	16
ATXN viability	?	i	i	?	i	i	i	i
Nrf2 activator	4.3%	-0.7%	-0.1%	2.8%	0.3%	-0.7%[9.22 µM]	-0.8%	-0.1%
HepG2 tox	-32.2%	7.4%	-6.3%	-25.3%	-16.4%	-17.8%	6.6%	-7.7%
MmCpn inh	-2.8%	0.7%	-0.5%	-0.5%	-0.6%	/	0.6%	-1.0%
Nrf2 inh	?	1.0%	-5.2%	7.8%	8.4%	/	3.1%	-0.4%
TGFb SMAD3 inh	?	?	-12.5%	-10.1%	-15.5%	3.3%	-5.3%	-1.4%
CCT modulator	1.7	-3.3	0.4	-0.2	-1.9	0.1	-4.1	0.5
A549 viability	?	1.9%	-7.3%	-5.4%	4.2%	/	-4.9%	-3.0%
pAkt inh	i	i	i	i	i	i	i	i

17) CCNC(=O)C(=O)Nc1cc2c3c(c1)CCC(=O)N3CCC2
18) CCOC(=O)C1CCN(C(=O)Nc2ccc(Cl)cc2)CC1
19) Clc1nc(NCCN2CCOCC2)nc(NCc2ccccc2)n1
20) COc1cc(CNC(=O)c2cc(C(=O)NCc3cc(OC)cc(OC)c3)n(C)n2)cc(OC)c1
21) COc1ccc2c(C)c(C)c(=O)oc2c1OC
22) O=C(O)c1ccc(-c2nc(-c3ccc(Cl)c(Cl)c3)cs2)cc1
23) O=C(OCC#CCSc1nnc(-c2ccncc2)o1)c1sc2ccccc2c1Cl
24) O=C(NCC1CCCO1)c1cccc(Oc2ccccc2)c1 (stereo not drawn)
screen / no.	17	18	19	20	21	22	23	24
ATXN viability	?	i	i	i	i	?	?	i
Nrf2 activator	0.9%	0.5%	-0.2%	-0.2%	-0.5%	0.5%	0.7%	-0.2%
HepG2 tox	-4.2%	-19.8%	-0.8%	-18.5%	-0.5%	-1.0%	-27.5%	1.6%
MmCpn inh	0.3%	0.7%	2.5%	1.1%	-0.3%	-1.8%	-2.6%	-0.8%
Nrf2 inh	-26.9%	11.1%	-34.2%	-12.0%	-10.3%	-8.9%	0.7%	16.4%
TGFb SMAD3 inh	18.8%	-13.9%	6.2%	-9.3%	24.0%	13.0%	-3.1%	6.2%
CCT modulator	0.1	-2.7	-0.4	1.1	0.3	0.4	-2.3	-17.8
A549 viability	-17.3%	0.4%	0.0%	-5.1%	-5.4%	-2.1%	1.7%	1.6%
pAkt inh	/	i	i	i	i	i	i	i

# In the list so far, 2 have a COOH group:
6) COc1cccc(C2c3c(-c4ccccc4)n[nH]c3C(=O)N2c2ccc(C(=O)O)cc2)c1 (stereo not drawn)
22) O=C(O)c1ccc(-c2nc(-c3ccc(Cl)c(Cl)c3)cs2)cc1
screen / no.	6	22
ATXN viability	i	?
Nrf2 activator	-0.6%	0.5%
HepG2 tox	-2.6%	-1.0%
MmCpn inh	0.6%	-1.8%
Nrf2 inh	-1.5%	-8.9%
TGFb SMAD3 inh	?	13.0%
CCT modulator	-3.0	0.4
A549 viability	7.1%	-2.1%
pAkt inh	i	i

# Continuation.
25) COc1ccccc1NC(=O)c1c(C)nn(-c2ccccc2)c1Cl
26) C=CCNCCCCOc1c(Cl)cc(C)cc1Br
27) CCCC1=Nc2cc(C(=O)N3CCC(C(N)=O)CC3)ccc2Sc2ccccc21
28) COc1ccc(NC(=O)C[C@@H]2C(=O)N(c3ccc(OC)cc3)CC2(C)C)cc1
29) O=C(Nc1cc(=O)[nH]c(=O)[nH]1)c1cc(Cl)ccc1Cl
30) ON=C(c1ccccc1)c1ccc2c3c(cccc13)CC2
31) COCCSc1nnc(NC(=O)C2CC(=O)N(c3ccccc3)C2)s1 (stereo not drawn)
32) CCN(C[C@H]1N[C@@](C)(C(=O)OC)[C@H]2C(=O)N(C)C(=O)[C@@H]12)C(=O)Nc1ccc(C(F)(F)F)cc1
screen / no.	25	26	27	28	29	30	31	32
ATXN viability	/	/	i	i	i	?	i	i
Nrf2 activator	4.3%	-0.3%	2.5%	-0.5%	-0.4%	-1.2%	-0.2%	-0.5%
HepG2 tox	-12.6%	-10.5%	-1.2%	-13.0%	2.0%	-108.7%	-1.1%	-37.9%
MmCpn inh	0.7%	2.4%	-8.6%	/	1.7%	/	-2.0%	0.2%
Nrf2 inh	-2.8%	-6.9%	-10.1%	/	?	/	-18.3%	-1.0%
TGFb SMAD3 inh	-11.1%	0.7%	18.6%	7.3%	-13.5%	?	15.0%	13.0%
CCT modulator	-0.9	-1.4	1.2	-2.5	0.8	-3.1	-2.5	1.3
A549 viability	0.9%	-10.7%	3.2%	/	-12.9%	/	4.8%	3.7%
pAkt inh	i	/	i	i	i	i	i	i

33) COc1cc2nc(CN3CCOCC3)n(CC(=O)NCC(F)(F)F)c(=O)c2cc1OC
34) CCCC1=C(C(=O)OCC)C(c2ccco2)C(C#N)=C(N)O1 (stereo not drawn)
35) NC(=O)C1CCN(C(=O)/C(=C/c2ccccc2)NC(=O)c2ccccc2)CC1
36) COc1ccc(Br)cc1C(=O)NC(=S)Nc1cc(-c2nc3ccccc3[nH]2)ccc1C
37) Cc1ccc(NC(=O)C2C3C=CC4(O3)C2C(=O)N(CCCN2CCOCC2)C4C(=O)NC2CCCCC2)cc1Cl (stereo not drawn)
38) CC1(C)CC(=O)C=C(NCc2ccncc2)C1
39) COC(=O)[C@@]1(Cc2ccccc2)[C@@H]2C(=CC(=O)[C@H]2CC(=O)C(=O)N(C)C)CN1C(=O)c1ccccc1
40) NC(N)=NS(=O)(=O)c1ccc(NC(=S)NC(=O)/C=C/c2ccccc2)cc1
41) COc1ccc(C2(CNC(=O)/C=C\c3ccco3)CCCC2)cc1OC
42) Cc1ccc(C(=O)Oc2cccnc2)cc1[N+](=O)[O-]
43) CCN1CCN(C(CNS(=O)(=O)c2ccc(C)cc2)c2ccccc2)CC1 (stereo not drawn)
screen / no.	33	34	35	36	37	38	39	40	41	42	43
ATXN viability	i	i	i	i	i	i	20µM*	i	i	i	i
Nrf2 activator	5.2%	5.9%	-0.5%	3.2%	-0.9%	-0.4%	-1.9%	-0.7%	?	7.4%	0.1%
HepG2 tox	-9.0%	-20.9%	3.4%	3.8%	-6.2%	-8.3%	-51.3%	-28.4%	-2.0%	-37.8%	5.4%
MmCpn inh	1.3%	-2.1%	0.6%	-8.8%	-2.6%	2.6%	-4.1%	1.3%	0.3%	-0.2%	0.9%
Nrf2 inh	4.1%	7.2%	-4.5%	-11.6%	3.8%	3.1%	?	-7.6%	10.0%	3.0%	14.3%
TGFb SMAD3 inh	-4.6%	-24.0%	-0.1%	-15.2%	0.8%	-4.5%	?	5.8%	-6.5%	3.2%	9.3%
CCT modulator	-0.4	-0.8	-0.2	-2.5	-3.8	0.5	1.8	-0.2	1.8	-1.5	2.0
A549 viability	7.3%	0.1%	1.2%	-5.2%	-2.1%	13.4%	?	-2.2%	-4.3%	23.2%	6.0%
pAkt inh	i	i	i	i	i	i	i	i	i	i	i
